High-throughput results: PubChem, several laboratories
NTR1 agonist = NTR1-driven beta-arrestin-GFP spot formation – imaging, U2OS cells, high content, primary screen (AID 493036). actives 0.17% (n = 330,000). activation, % at 20 µM. P30989. agonist mode;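 active = activation at or above 40% of the spot to cytoplasm intensity ratio, with at least 20 cells analyzed; inconclusive = wells under 20 cells, flagged as cytotoxic or low count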;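 also: 0% = DMSO without peptide and 100% = 100 nM NTR1 peptide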
Target sequence (P30989 whole entry, looked up): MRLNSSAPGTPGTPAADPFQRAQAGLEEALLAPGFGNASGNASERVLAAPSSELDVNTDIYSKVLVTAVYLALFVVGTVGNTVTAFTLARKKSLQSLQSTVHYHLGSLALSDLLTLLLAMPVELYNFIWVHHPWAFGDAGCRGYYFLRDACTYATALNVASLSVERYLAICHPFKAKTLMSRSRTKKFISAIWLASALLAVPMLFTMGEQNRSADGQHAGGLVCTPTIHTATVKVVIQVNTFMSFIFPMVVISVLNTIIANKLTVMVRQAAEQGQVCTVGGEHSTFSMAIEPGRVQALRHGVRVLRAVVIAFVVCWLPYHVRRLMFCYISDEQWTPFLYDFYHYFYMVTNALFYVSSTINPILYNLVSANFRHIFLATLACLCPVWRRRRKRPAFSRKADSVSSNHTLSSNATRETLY
GPR35 antagonists = inhibition of zaprinast-stimulated GPR35 beta-arrestin translocation – imaging, U2OS, beta-arrestin-GFP, zaprinast agonist, primary screen (AID 2058); U2OS GPR35 beta-arrestin-GFP translocation imaging, zaprinast antagonism; higher % means a stronger effect; one-dose inhibition, % at 10 µM; IC50 in µM for titrated hits; actives 0.052% (n = 290,000);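 active = inhibition of at least 50% with at least 30 cells and total cytoplasm GFP at most 10,000,000; inconclusive = under 30 cells or total GFP of 10,000,000 plus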
GPR55 antagonists = GPR55 antagonists blocking LPI-driven arrestin recruitment, primary screen, imaging, U2OS, beta-arrestin-GFP, LPI agonist (AID 2013) | inhibition, % at 10 µM, or IC50 in µM where a hit was titrated | actives 0.13% (n = 290,000) | U2OS GPR55 beta-arrestin-GFP translocation imaging, LPI antagonism; higher % means a stronger effect;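 active = spots per cell inhibited over 60%, with over 100 cells counted and total cytoplasm intensity under 500,000; inconclusive = wells with under 100 cells, flagged as likely toxic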;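 also: U2OS cells stably carrying GPR55 and arrestin-GFP stimulated by 5 µM LPI near EC80; imaged beta-arrestin-GFP aggregate spots per cell after agonist stimulation; plate controls were LPI-stimulated DMSO wells for no effect and DMSO wells without LPI for full effect; some results filed as inactive read as strong as hits; confirmed hits need IC50 under 10 µM and bright autofluorescent wells are also inconclusive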
GPR55 activation = GPR55 agonists via beta-arrestin recruitment, primary screen, imaging, U2OS cells, beta-arrestin-GFP redistribution (AID 1961) | U2OS GPR55 beta-arrestin-GFP redistribution imaging; higher % means a stronger effect | activation, % at 10 µM, or EC50 in µM where a hit was titrated | actives 0.048% (n = 290,000);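 active = activation above 40% with more than 50 cells counted in the well; inconclusive = wells holding fewer than 50 cells, flagged as toxic or sparse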;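 also: U2OS osteosarcoma cells stably expressing GPR55 and beta-arrestin-GFP; plate controls were DMSO negative control for no effect and LPI positive control for full effect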
LYP phosphatase = inhibitors of LYP phosphatase, biochemical, fluorescence intensity, uHTS (AID 1779); recombinant LYP phosphatase, fluorescence intensity; higher % means a stronger effect; inhibition, % at 11.5 µM, or IC50 in µM where a hit was titrated; actives 0.054% (n = 290,000); in the data active = inhibition above about 50%;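 also: plate controls were vehicle with enzyme for no effect and no enzyme for full effect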
T cell HTS = modulates CD8 T cell binding to vesicles. 2C CD8+ T cell-vesicle binding, flow cytometry; active compounds read low. calls only at 7 µM. actives 0.068% (n = 330,000);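 active = response, share of CD8 T cells binding vesicles, and their 90th percentile fluorescence all below set limits, cut at about 80% in these data, passing the limit was not always enough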
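incubation = binding step 1.5 h, 37 °C, antibody labelling 20 min, ice | test system = 2C mouse CD8+ T cells | read-out basis = percent CD8+ FL2 mean versus row control | controls = Peptide-free naked vesicles (low) and QL9 vesicles with 0.7% DMSO vehicle (high) | detection = flow cytometry of vesicle-bound cells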
Large T inhibition = TAg ATPase/helicase activity blockers – biochemical (AID 1903); SV40 large T antigen ATPase/helicase inhibition assay; higher % means a stronger effect; inhibition, % at 20 µM, or IC50 in µM where a hit was titrated; actives 0.39% (n = 310,000); in the data active = a potency from the dose series; inconclusive = inhibition mostly from about 32% at the one dose, without a potency; inactive = the rest, 99 in 100 with inhibition below about 32%; also: strong numbers were not always called active
Lipid droplet = hepatic lipid droplet formation modulation; AML12 mouse hepatocytes, oleate lipid droplets, BODIPY imaging; inhibition, % at 6.5 µM; actives 0.4% (n = 240,000);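 active = lipid droplet intensity inhibited by at least 50%, with more than 500 cells counted; inconclusive = wells with under 300 cells, treated as cytotoxic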
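material = mouse AML12 hepatocyte cell line, fixed after treatment | also added = 100 µM oleic acid challenge | doses = compound at 6.5 µM only | schedule = overnight exposure | technique = Image-based BODIPY and DAPI two-channel analysis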
Rac1 GTP hydrolysis = MgcRacGAP GTPase-activating activity inhibitors, confirmation, biochemical, ADP Hunter fluorescence | MgcRacGAP-stimulated Rac1 GTP hydrolysis, ADP Hunter fluorescence; higher % means a stronger effect; GST-tagged Rac1 F28L mutant substrate | one-dose inhibition, % at 30 µM; IC50 in µM for titrated hits | actives 0.6% (n = 340,000) | AID 624330;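 active = first-screen hits whose inhibition reached a set limit at any dose in the follow-up dose series; inconclusive = inhibition above the set first-screen limit but never retested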;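 also: fluorescence reports GDP produced by GAP-driven GTP hydrolysis; strong numbers were not always called active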
Lipid droplet cells 6.5 µM = recorded beside Lipid droplet, whose call it bears; cell count; measured here: cell count, cytotoxicity flag;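 cells counted across two imaged fields per well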
T cell HTS vesicle-bound % = recorded beside T cell HTS, whose call it bears; double positive events, %; measured here: CD8+ vesicle-bound cell fraction;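 binding gate set so that unloaded-vesicle control wells show 10% double positive cells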
NTR1 agonist cell count 20 µM = recorded beside NTR1 agonist, whose call it bears; cell count; measured here: cell count, cytotoxicity flag
The depositor's hits bear a star; i = inactive; ? = inconclusive; · = not tested or not shown.

SMILES	NTR1 agonist	NTR1 agonist cell count 20 µM	GPR35 antagonists	GPR55 antagonists	GPR55 activation	LYP phosphatase	T cell HTS	T cell HTS vesicle-bound %	Large T inhibition	Lipid droplet	Lipid droplet cells 6.5 µM	Rac1 GTP hydrolysis
CC(C)CNC(=O)c1cccc(NC(=O)Cc2ccc(Br)cc2)c1	1.7	62	-7%	1%	-0.3%	0%	i	46	8%	-8	625	-3%
COCCCNC(=S)Nc1ccc2c(c1)OCCO2	-1.5	47	10%	4%	0.1%	-5%	i	37	19%	-4	546	13%
COc1ccc(-n2ccsc2=S)cc1	-0.5	42	12%	-7%	0.0%	7%	i	43	1%	·	·	3%
COc1ccccc1N1CCN(C(=O)c2cc(C)oc2C)CC1	0.9	58	1%	-4%	-0.4%	-11%	i	28	12%	-17	693	3%
CCOC(=O)c1ccc(N2CN(CC)CNC2=S)cc1	0.3	57	-1%	0%	0.1%	-6%	i	0	23%	-2	713	6%
Cc1ccc(S(=O)(=O)NCc2ccncc2)c(C)c1C	3.2	39	-11%	2%	0.2%	-7%	i	45	3%	-24	552	3%
CN(CC(=O)Nc1cccc(F)c1)C(=O)CCCN1C(=O)c2cccc3cccc(c23)C1=O	0.2	53	·	·	·	·	i	46	11%	·	·	5%
CC(=O)Nc1ccc(N2CCCCC2)c(C(=O)Nc2cccc(C)c2)c1	18	73	5%	20%	-0.1%	1%	i	42	3%	·	·	8%
O=C(CNc1cccc(C(F)(F)F)c1)N/N=C/c1cn(-c2ccccc2)nc1-c1ccccc1	13	39	-4%	1%	0.1%	3%	i	40	12%	32	715	3%
O=C(C1CCCN(S(=O)(=O)c2ccc([N+](=O)[O-])cc2)C1)N1CCCCC1 (stereo not given)	0.0	44	-2%	11%	-0.1%	-7%	i	37	28%	0	814	8%
COc1ccc(NC(=O)c2cc(Cl)ccc2NC(=O)c2ccco2)c(OC)c1	4.5	60	-13%	5%	-0.2%	-8%	i	61	1%	0	818	-2%
CC1CCCCC1NC(=O)C(Cc1ccccc1)NS(=O)(=O)c1cccs1 (stereo not given)	1.9	59	2%	16%	-0.1%	-4%	i	50	0%	-4	763	2%
COC(=O)[C@]1(Cc2ccccc2)N[C@H](c2ccc(-c3cccc(Cl)c3)cc2)[C@@H]2C(=O)N(C)C(=O)[C@@H]21	3.3	63	·	·	·	·	i	34	8%	·	·	9%
Cc1cc(-c2ccc(C)c(S(=O)(=O)NCc3ccc(OC(C)C)cc3)c2)on1	2.6	59	-6%	12%	-0.2%	-9%	i	43	10%	-16	740	10%
O=C(CCCc1ccccc1)Nc1ccccn1	2.3	46	-14%	-6%	0.2%	-2%	i	42	6%	1	718	4%
CCOC(=O)C1=C(c2ccccc2)NC(SCC(=O)Nc2ccc(C)cc2)=C(C#N)C1c1ccco1 (stereo not given)	4.7	75	-6%	-11%	0.5%	18%	·	·	-2%	-36	764	7%
O=C(COC(=O)c1ccccc1NC(=O)c1ccco1)NCCC1=CCCCC1	5.6	30	13%	-18%	-0.1%	-5%	i	52	-1%	-12	711	9%
Cc1ccc(/C=C2/NC(=O)N(Cc3ccccc3)C2=O)s1	2.7	58	13%	9%	0.3%	-6%	i	40	4%	·	·	0%
Cc1ccc(CCNC(=O)CCS(=O)(=O)c2ccc(Br)cc2)cc1	-1.7	94	3%	-19%	-0.1%	0%	i	52	-6%	8	706	-3%
CC(C)C[C@H](NC(=O)N1CC(=O)Nc2ccccc21)C(=O)N[C@H](C(=O)O)c1ccccc1	·	·	-7%	2%	-0.1%	-5%	i	43	·	6	838	8%
CCS(=O)(=O)n1nc(-c2ccccc2)nc1N	1.3	78	10%	2%	-0.3%	-11%	i	16	-5%	0	737	-6%
COc1cc(NS(=O)(=O)c2ccc(NC(=O)/C=C/c3ccc([N+](=O)[O-])cc3)cc2)ncn1	-0.4	31	0%	3%	-0.4%	-1%	i	46	16%	8	706	7%
O=C(Nc1ccc(Br)cc1)c1cc(S(=O)(=O)Nc2ccccn2)ccc1Cl	2.3	60	-8%	1%	-0.2%	-9%	i	27	5%	-3	793	5%
O=C(NCCc1nc2ccccc2[nH]1)/C(=C/c1ccc2c(c1)OCO2)NC(=O)c1ccccc1	-0.2	59	-18%	18%	-0.4%	1%	i	49	2%	-5	659	3%
COCCNC(=O)C(=O)NCC1OCCN1C(=O)c1ccc(Cl)cc1 (stereo not given)	-1.4	54	-6%	15%	0.2%	-10%	i	34	4%	0	714	-8%

Further structures follow.
SMILES	NTR1 agonist	NTR1 agonist cell count 20 µM	GPR35 antagonists	GPR55 antagonists	GPR55 activation	LYP phosphatase	T cell HTS	T cell HTS vesicle-bound %	Large T inhibition	Lipid droplet	Lipid droplet cells 6.5 µM	Rac1 GTP hydrolysis
CCOC(=O)C1(Cc2ccc(Cl)cc2)CCN(Cc2nccn2CC)CC1	-1.7	69	0%	7%	0.4%	-6%	i	57	4%	-2	651	11%
Cc1cc([N+](=O)[O-])nn1CC(=O)Nc1ccc(Cl)cn1	-1.1	68	-7%	0%	0.0%	1%	i	36	8%	23	697	9%
O=C(C1=C[C@@H](c2ccc(Br)cc2)C[C@@H](OCc2ccc(CO)cc2)O1)N1CCN(Cc2ccc3c(c2)OCO3)CC1	-3.7	95	-16%	2%	0.2%	7%	i	12	6%	-2	668	7%
CCN(c1ccccc1)P(=O)(Nc1ccccc1)Nc1ccccc1	2.6	52	52%	12%	-0.1%	-5%	i	23	11%	-4	722	13%
COc1ccc(CCCC(=O)NCC(=O)N/N=C/c2cc(Cl)ccc2OC)cc1	0.6	52	-6%	4%	0.0%	-8%	·	·	·	13	887	5%
O=C(NC(=S)Nc1ccc(N2CCCC2)cc1)c1ccc(F)cc1	3.5	67	5%	-18%	-0.1%	1%	i	31	16%	2	823	5%
CCOc1ccc(S(=O)(=O)NCc2ccccn2)cc1NC(=O)c1ccccc1F	-1.9	43	-8%	2%	-0.1%	-1%	i	27	20%	-108	374	7%
Cc1cc(OCC(=O)N2CCOCC2)ccc1[N+](=O)[O-]	-1.7	60	-9%	4%	-0.1%	1%	i	28	10%	13	701	5%
Cc1cccc(-n2ncc3c(NCCCn4ccnc4)ncnc32)c1	-3.4	48	11%	7%	-0.1%	-6%	i	33	1%	3	679	2%
O=C1c2ccc([N+](=O)[O-])cc2S(=O)(=O)N1Cc1ccccc1	11	102	0%	6%	0.3%	-10%	i	10	11%	21	830	12%
c1ccc(-c2ccc3nnnn3n2)cc1	0.0	54	-13%	5%	0.2%	-10%	i	38	14%	8	699	5%
CCCN1CCN(C(=O)Cn2cnc3sc(C)c(S(=O)(=O)N4CCC(C)CC4)c3c2=O)CC1	0.2	65	-23%	-3%	0.2%	-8%	i	23	8%	-1	768	3%
CC(C)C(=O)N(c1cc2sc(=O)oc2c2ccccc12)S(=O)(=O)c1cccs1	14	47	-7%	10%	0.2%	4%	i	13	?	-10	715	25%
CCCCCn1c(CN2CCN(c3cc(Cl)ccc3C)CC2)nc2c1c(=O)[nH]c(=O)n2C	31	76	14%	10%	4.7µM*	1%	i	31	-10%	·	·	1%
Cc1cc(NS(=O)(=O)c2ccc(NC(=O)Nc3ccc4c(c3)OCO4)cc2)no1	1.1	83	-10%	6%	-0.2%	-2%	i	59	58%	19	777	7%
Cc1cc(C)c2[nH]c(O)c(N=NC(=O)c3cc4c(s3)CCCC4)c2c1	-0.9	46	13%	3%	-0.2%	0%	i	47	27%	1	708	·
CCOc1ccc(C(=O)CCC(=O)N2CCN(c3ncccn3)CC2)cc1	-0.1	85	11%	9%	-0.2%	-11%	i	10	-7%	·	·	12%
O=C(c1ccccc1F)N1CCCC(c2ccccc2)C1 (stereo not given)	0.0	70	-3%	9%	0.1%	5%	i	43	6%	-15	612	5%
O=C(N/N=C/c1ccccn1)c1cc(-c2ccncc2)nc2ccccc12	0.5	51	20%	-12%	-0.2%	-2%	i	47	14%	-4	631	3%
CCCC/C(O)=C/c1nc2ccccc2[nH]c1=O	1.2	50	6%	8%	0.8%	-5%	i	52	-1%	23	655	5%
CCN(CC(N)=O)S(=O)(=O)c1ccc(Br)cc1	-0.1	59	-10%	-6%	-0.2%	-3%	i	60	9%	-1	743	-2%
COc1ccc(OC)c2sc(NNC(=O)C3COc4ccccc4O3)nc12 (stereo not given)	-0.5	30	-7%	2%	0.1%	-4%	i	33	8%	-13	658	4%
COc1cccc(C(=O)NCc2ccc3[nH]c(C)cc3c2)c1	-0.1	51	15%	-7%	-0.6%	-2%	i	24	6%	8	669	7%

Complete entries, quoted from the list:
Listed for `Cc1cccc(-n2ncc3c(NCCCn4ccnc4)ncnc32)c1` = NTR1 agonist = -3.4; NTR1 agonist cell count 20 µM = 48; GPR35 antagonists = 11%; GPR55 antagonists = 7%; GPR55 activation = -0.1%; LYP phosphatase = -6%; T cell HTS = i; T cell HTS vesicle-bound % = 33; Large T inhibition = 1%; Lipid droplet = 3; Lipid droplet cells 6.5 µM = 679; Rac1 GTP hydrolysis = 2%
Listed for `CCOc1ccc(C(=O)CCC(=O)N2CCN(c3ncccn3)CC2)cc1` = NTR1 agonist = -0.1; NTR1 agonist cell count 20 µM = 85; GPR35 antagonists = 11%; GPR55 antagonists = 9%; GPR55 activation = -0.2%; LYP phosphatase = -11%; T cell HTS = i; T cell HTS vesicle-bound % = 10; Large T inhibition = -7%; Lipid droplet = ·; Lipid droplet cells 6.5 µM = ·; Rac1 GTP hydrolysis = 12%
Listed for `Cc1cc(C)c2[nH]c(O)c(N=NC(=O)c3cc4c(s3)CCCC4)c2c1` = NTR1 agonist = -0.9; NTR1 agonist cell count 20 µM = 46; GPR35 antagonists = 13%; GPR55 antagonists = 3%; GPR55 activation = -0.2%; LYP phosphatase = 0%; T cell HTS = i; T cell HTS vesicle-bound % = 47; Large T inhibition = 27%; Lipid droplet = 1; Lipid droplet cells 6.5 µM = 708; Rac1 GTP hydrolysis = ·
